# NPY2 pot ag = potentiates or activates human NPY-Y2 receptor. P49146. cells expressing NPY-Y2, potentiator/agonist read-out. activation, % at 3.6 µM. actives 0.45% (n = 220,000); in the data active = activation above about 27%;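 note: cells stimulated with NPY near EC25 plus isoproterenol at EC100; 0% = vehicle plus submaximal agonist and 100% = vehicle plus saturating agonist; some results beyond the cut were filed as inactive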
# Target sequence (P49146 whole entry, looked up): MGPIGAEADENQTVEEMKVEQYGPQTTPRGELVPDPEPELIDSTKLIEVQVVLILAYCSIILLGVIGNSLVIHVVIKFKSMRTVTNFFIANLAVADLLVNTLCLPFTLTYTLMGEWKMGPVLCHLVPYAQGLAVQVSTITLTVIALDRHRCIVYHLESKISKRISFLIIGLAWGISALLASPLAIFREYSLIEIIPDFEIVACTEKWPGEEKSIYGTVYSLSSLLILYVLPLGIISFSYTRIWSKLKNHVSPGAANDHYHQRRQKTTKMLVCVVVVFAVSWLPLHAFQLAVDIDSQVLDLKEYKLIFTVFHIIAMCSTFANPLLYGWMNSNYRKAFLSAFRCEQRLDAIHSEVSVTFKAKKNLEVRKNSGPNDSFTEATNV
# S1P4 antag = human S1P4 receptor antagonism; O95977; S1P4-expressing cells, antagonist mode, reporter read-out; inhibition, % at 4.98 µM; actives 0.26% (n = 220,000); in the data active = inhibition above about 29%;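 note: 0% = wells stimulated with agonist and 100% = vehicle wells without agonist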
# p47phox inh = p47phox (human) inhibition. p47phox/p22phox peptide binding, fluorescence polarization, 2 h. inhibition, % at 24.7 µM. actives 0.53% (n = 220,000). AID 1274;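 active = inhibition above about 30%, limit read from the data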;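 note: 0% = p47phox with labelled peptide and 100% = labelled peptide alone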
# Target sequence (P14598 whole entry, looked up): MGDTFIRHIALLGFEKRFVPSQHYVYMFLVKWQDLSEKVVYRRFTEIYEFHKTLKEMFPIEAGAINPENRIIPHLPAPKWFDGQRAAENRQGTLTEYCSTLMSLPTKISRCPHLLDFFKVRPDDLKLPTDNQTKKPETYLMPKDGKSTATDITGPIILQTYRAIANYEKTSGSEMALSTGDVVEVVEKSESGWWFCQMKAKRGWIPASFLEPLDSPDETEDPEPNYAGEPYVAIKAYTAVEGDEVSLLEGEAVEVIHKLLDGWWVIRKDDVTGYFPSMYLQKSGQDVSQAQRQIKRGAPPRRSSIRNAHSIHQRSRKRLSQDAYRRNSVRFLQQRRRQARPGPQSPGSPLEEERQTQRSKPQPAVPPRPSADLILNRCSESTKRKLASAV
# NPY-Y1 antag = blocks the human neuropeptide Y Y1 receptor. P25929. HEK293-CNG Y1 cells, membrane potential fluorescence; NPY at EC95, then isoproterenol. inhibition, % at 3.6 µM. actives 1% (n = 200,000);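 active = inhibition above the campaign mean inhibition of all tested compounds plus 3 SD, cut at about 20% in these data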;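 note: 0% = DMSO wells given NPY plus isoproterenol and 100% = isoproterenol alone without NPY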
#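 Material: HEK293 Y1/CNG channel cell line | Also added: NPY (25 nM), isoproterenol (1 µM), Ro 20-1724 (25 µM) | Compound: One concentration, 3.6 µM, in 0.4% DMSO | Schedule: 3 h dye uptake, 1 h room-temperature compound, 45 min post-isoproterenol | Signal: Membrane-potential fluorescent dye readout | Read-out: % inhibition of NPY effect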
# NPY1 pot ag = potentiates or activates human NPY-Y1 receptor | activation, % at 3.6 µM | actives 0.37% (n = 220,000) | NPY-Y1 expressing cells, potentiator/agonist activation | P25929 | AID 1304; in the data active = activation above about 33%, passing the limit was not always enough;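 note: cells stimulated with NPY at EC10 then isoproterenol at EC100; 0% = low agonist plus stimulus and 100% = saturating agonist plus stimulus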
# BaF3 parental = parental Ba/F3 viability inhibition as JAK2V617F counter-screen; CellTiter-Glo ATP luminescence; actives 1.1% (n = 220,000); inhibition, % at 5.6 µM;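 active = inhibition above a per-campaign cutoff, the mean inhibition of all tested compounds plus 3 SD, cut at about 27% in these data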;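 note: 0% = DMSO wells and 100% = JAK Inhibitor I control wells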
# Ba/F3 V617F tox = lowers viability of Ba/F3 cells expressing EpoR and JAK2V617F; ATP luminescence; inhibition, % at 5.6 µM; actives 1.1% (n = 220,000);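 active = inhibition above the campaign mean plus 3 SD over all tested compounds, cut at about 24% in these data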;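 note: cytokine-independent growth of Ba/F3 cells driven by EpoR plus mutant JAK2; 0% = DMSO-treated cells and 100% = JAK inhibitor I control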
# CHOP inh = inhibitors of CHOP induction in ER stress response; CHO-K1 CHOP-promoter luciferase, tunicamycin-induced, 15-18 h; inhibition, % at 10 µM; actives 3.8% (n = 220,000);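 active = compounds that reduced the stress-induced luciferase reporter signal by more than about 70% of percent inhibition, limit read from the data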;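 note: 0% = tunicamycin plus vehicle and 100% = wells without tunicamycin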
# S1P4 ag = agonists of human S1P4 receptor. O95977. S1P4-expressing cell line, agonist reporter assay. activation, % at 4.98 µM. actives 0.35% (n = 220,000). AID 1509; in the data active = activation above about 11%;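 note: 0% = DMSO vehicle and 100% = reference agonist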
# Starred values were filed as active, the others as inactive; · = no result given.
# Values in the order: NPY2 pot ag	S1P4 antag	p47phox inh	NPY-Y1 antag	NPY1 pot ag	BaF3 parental	Ba/F3 V617F tox	CHOP inh	S1P4 ag
CC(=O)Nc1ccc(N2C(=O)CC(Sc3nc4ccccc4s3)C2=O)cc1 (stereo not given)
 : 4	-12	-1	8	7	1	-3	-2	-0.5
Cc1ccc(S(=O)(=O)N2CC=C(C(=O)NCc3ccc(F)cc3)CC2)cc1
 : 5	1	-12	5	20	4	-2	38	2.1
O=C(CSc1nnc2c3ccccc3c3ccccc3c2n1)Nc1ccccc1F
 : 11	-4	-105	2	6	4	1	20	-0.7
COCC(C)NC(C(=O)Nc1ccc(C)c(Cl)c1)c1ccccc1 (stereo not given)
 : -4	-3	-12	8	25	5	-2	28	1.5
N#Cc1ccccc1CSc1nc2ncc(Br)cc2[nH]1
 : 6	-6	-22	3	-14	3	-3	-12	-0.1
Cc1cc2c(c(/C=C/C(=O)c3ccccc3)c1)OC1(C=C2)Oc2ccccc2C(=O)N1C (stereo not given)
 : -11	20	-6	0	15	7	-1	-62	1.1
O=C(COc1ccccc1)NCCSc1ccccc1
 : -17	0	-32	-1	-8	2	-1	9	0.0
CCOc1ccc2nc(NC(=O)C(CCSC)NS(=O)(=O)c3cccs3)sc2c1 (stereo not given)
 : 8	0	-19	-7	14	6	-3	31	0.4
CCCCn1c(SCC(=O)NC(=O)NCc2ccco2)nc2cc(S(N)(=O)=O)ccc21
 : -3	-13	-6	0	6	4	2	-11	0.9
COc1ccc(C2=NOC(C(=O)NCC(C)C)C2)cc1 (stereo not given)
 : -2	-11	-8	-2	9	1	-3	0	1.7
CN1CCN(C(=O)c2ccc3c(c2)S(=O)(=O)c2ccccc2C3=O)CC1
 : 4	-22	-2	3	-22	-3	-2	12	0.2
O=C(Nc1ccc2c(c1)OCCO2)c1cnc2ccccn2c1=O
 : -3	-7	·	1	-9	2	-3	·	0.1
CCOc1ccccc1C1C(C#N)=C(N)Oc2cc(N)ccc21 (stereo not given)
 : 49*	6	-1	-4	113*	2	-3	5	0.9
COC(=O)c1ccc(-n2nnnc2SC)cc1
 : 3	-8	-1	-1	10	3	-1	-3	-0.6
CCOc1ncccc1C(=O)OCC(=O)Nc1cccc(S(N)(=O)=O)c1
 : -1	18	-5	2	2	10	0	-4	1.8
O=C(NNC1=NCCCCC1)c1ccccc1
 : 16	-66	-5	0	-14	10	-1	-1	0.7
CCN1CCS/C1=C\C=C\C1=[N+](CC)CCS1
 : 18	-9	-3	3	-19	90*	101*	27	-0.4
CC1=NN(Cc2ccccc2)C(=O)C1C(c1ccncc1)C(C#N)C#N (stereo not given)
 : 3	-2	6	·	8	-2	1	-23	1.0
COc1ccc(CCNC(=O)c2cc(-c3cc(Cl)cc(Cl)c3)oc2C)cc1
 : 2	-22	-9	-2	1	-2	0	70*	2.2
Cc1cccc(OCC(O)CNC(=O)c2ccccc2C(=O)O)c1 (stereo not given)
 : -6	-19	·	3	-10	4	-2	·	1.6
COc1ccc(CNc2oc(COc3ccc(Cl)cc3)nc2C#N)cc1
 : 7	1	-10	3	-16	3	-2	69	3.3
Cc1cc(N2CCN(C(=O)OC(C)(C)C)CC2)n2ncnc2n1
 : -9	10	-2	-3	-7	0	1	-1	1.9
Cc1cccc(N=Nc2c(C)[nH]n(C(N)=S)c2=O)c1C
 : -10	-14	-1	6	9	2	1	-70	-1.5
Cc1cc(=O)[nH]c(SCC(=O)N2c3ccccc3CC2C)n1 (stereo not given)
 : 5	2	43*	0	-3	3	1	37	0.8
CC(C)c1ccc(-c2nnn(Cc3nc4ccccc4s3)n2)cc1
 : -24	-13	-6	16	-60	4	3	65	2.0
Cn1cccc1/C=N/NC(=O)CNc1ccc2ccccc2c1
 : -9	-16	-20	·	8	1	-3	16	-0.7
CNC(=O)C(=O)NCC1OCCN1S(=O)(=O)c1ccc2c(c1)OCCO2 (stereo not given)
 : 2	4	0	1	8	9	3	18	1.6
COc1ccc(CC(=O)Nc2cccc(-c3ccc4nnc(C)n4n3)c2)cc1
 : 18	12	-3	1	-2	8	0	6	-0.2
Cc1ccc(C(C)(C)C)c(OCCCn2ccnc2)c1
 : -5	-19	-24	-4	-13	3	-2	-8	2.1
COC(=O)C1(C)NC(c2ccc(O)cc2)C2C(=O)N(c3ccc4c(c3)OCCO4)C(=O)C21 (stereo not given)
 : 3	7	-12	-3	12	5	2	41	0.7

# One compound at a time, as listed above. Screens in order: NPY2 pot ag	S1P4 antag	p47phox inh	NPY-Y1 antag	NPY1 pot ag	BaF3 parental	Ba/F3 V617F tox	CHOP inh	S1P4 ag
# Record of COC(=O)C1(C)NC(c2ccc(O)cc2)C2C(=O)N(c3ccc4c(c3)OCCO4)C(=O)C21 (stereo not given) : 3	7	-12	-3	12	5	2	41	0.7
# Record of CNC(=O)C(=O)NCC1OCCN1S(=O)(=O)c1ccc2c(c1)OCCO2 (stereo not given) : 2	4	0	1	8	9	3	18	1.6
# Record of CCN1CCS/C1=C\C=C\C1=[N+](CC)CCS1 : 18	-9	-3	3	-19	90*	101*	27	-0.4
# Record of Cc1cccc(N=Nc2c(C)[nH]n(C(N)=S)c2=O)c1C : -10	-14	-1	6	9	2	1	-70	-1.5
# Record of Cc1cc(N2CCN(C(=O)OC(C)(C)C)CC2)n2ncnc2n1 : -9	10	-2	-3	-7	0	1	-1	1.9

# Next compounds
# Values in the order: NPY2 pot ag	S1P4 antag	p47phox inh	NPY-Y1 antag	NPY1 pot ag	BaF3 parental	Ba/F3 V617F tox	CHOP inh	S1P4 ag
COc1ccccc1/C=N/Nc1cc(N(C)C)nc(N(C)C)n1
 : -4	10	-8	7	-3	5	4	10	-1.3
CCc1nc(-c2ccc(C)nc2OC)no1
 : 8	-6	0	1	-8	2	1	-21	-0.2
O=C(CCN1CCc2ccccc2C1)Nc1ccc(F)c(F)c1
 : 0	6	7	·	2	5	-3	-8	-2.0
Cc1cc([N+](=O)[O-])cc(/C=N\NC(=O)C2COc3ccccc3O2)c1O (stereo not given)
 : 0	-2	-6	·	-4	1	0	25	1.8
Cn1c2ccccc2c2cnn(CC(=O)N3CCCCC3)c(=O)c21
 : 1	-11	-9	·	7	-6	-2	-4	0.5
N#CC1CCCc2c1[nH]c1ccc([N+](=O)[O-])cc21 (stereo not given)
 : 10	-1	-12	·	13	-1	-2	-1	0.8
CCCCN(Cc1cc2cccc(C)c2[nH]c1=O)S(C)(=O)=O
 : 10	2	-3	·	8	1	0	13	-0.8
Cc1ccc(C(=O)Nc2nc3n(n2)C(c2ccccc2)CC(=O)N3)cc1 (stereo not given)
 : -13	5	-3	·	-9	-1	2	7	0.7
CCCc1nn(C)c(C(=O)Nc2cccc(Cl)c2)c1Cl
 : -1	-16	-7	9	-5	6	2	37	1.4
C=C(Br)CN1CCN(CC(=C)Br)CC1
 : -9	-9	-10	-2	-6	1	0	10	2.8
Cc1ccc(-n2ncc3c(=O)[nH]c(SCC(=O)N4CCCCC4)nc32)cc1
 : 0	-19	8	3	-1	9	0	35	-2.2
CCN1C(=O)C(O)(CC(=O)C(C)(C)C)c2cc(Br)ccc21 (stereo not given)
 : 1	-7	-7	1	-9	2	3	0	-0.8
COC(=O)C1=CN(C2CC2)C=C(C(=O)OC)C1c1ccccc1OC
 : 2	7	-8	-4	8	2	4	-22	4.3
COc1ccccc1CCn1cc(C#N)c(=O)[nH]c1=O
 : -19	20	27	·	5	-6	-1	1	8.2
Cc1ccc(N/C=C(\[N+](=O)[O-])S(=O)(=O)c2ccccc2)cc1
 : 4	-20	-7	1	5	2	-2	13	1.1
Cc1cc(N)n2nc(C(F)(F)F)nc2n1
 : -4	0	-25	2	8	7	0	-8	0.6
COc1cccc(-c2cc3nc4c(c(N5CCC6(CC5)OCCO6)n3n2)CCCC4)c1
 : -14	-19	-25	3	-40	7	2	-21	-0.5
O=C(CCC(=O)Nc1nnc(C2CCCCC2)s1)NCC1CCCO1 (stereo not given)
 : 9	-2	-8	3	-6	3	2	16	3.2
COc1ccc(OC)c(S(=O)(=O)n2ccnc2C)c1
 : 4	-5	-13	7	-15	3	1	3	2.6
CCOc1ccc2nc(NC(=O)Cn3cnc4c3c(=O)n(C)c(=O)n4C)sc2c1
 : -3	0	-3	1	2	5	1	-5	-0.3
Cc1ccc(-n2c(C)cc(C(=O)CN3CCCCC3)c2C)cc1
 : 2	-12	-25	7	-15	5	-3	1	0.5
Cc1ccccc1NC(=S)N1CCN(Cc2ccccc2)CC1
 : 2	-16	9	6	-5	2	3	14	-1.2
COc1ccc(-c2nc(-c3ccccn3)no2)cc1
 : 6	-17	-5	-2	-11	35*	34*	101*	-0.8
COc1cc(OC)c(NC(=O)CC(C)=O)cc1Cl
 : -6	9	7	0	0	2	-2	-5	-1.7
CCOc1ccccc1NC(=O)Cn1c(=O)c2ccccc2n(CC)c1=O
 : 6	-10	5	1	17	5	-4	-10	1.3
CCCC(O)(CCC)C(=O)NN(C(=O)CCl)c1ccccc1
 : -8	-5	-2	1	1	6	-2	-27	-0.2
O=C(CCn1c(=S)oc2ccccc21)N1CCCCC1
 : -14	-12	-7	0	6	1	1	-5	3.2
OCCNCCOc1ccccc1F
 : -4	0	-15	6	-24	1	-3	2	-1.5
Cc1ccc(-c2nc3ccccc3s2)cc1S(=O)(=O)N1CCCC1
 : -12	1	8	12	-27	3	-2	-29	-1.0
O=C(OCC(=O)N1CCCCCC1)c1ccc([N+](=O)[O-])cc1Cl
 : 5	-17	-1	-1	4	2	1	31	2.5
Cc1cc(S(=O)(=O)N2CCN(Cc3ccc4c(c3)OCO4)CC2)cc(C)c1N1CCCC1=O
 : 13	4	-2	-4	7	1	-5	-12	-0.6
COc1ccc(NC(=O)C2CCCN2C(=O)OCc2ccccc2)c(OC)c1 (stereo not given)
 : 4	-12	2	0	16	7	-1	0	1.7
O=S(=O)(c1ccc2oc3ccc(S(=O)(=O)N4CCCC4)cc3c2c1)N1CCCC1
 : -21	-3	·	3	-3	5	5	·	2.0
Cc1cccc(CN2CCN(c3nc4nonc4nc3NC3CC3)CC2=O)c1
 : 7	3	-8	0	4	5	0	14	-0.5
COc1ccc(NC(=O)N(CCC(C)C)C(C)c2ccccn2)c(OC)c1 (stereo not given)
 : -12	3	-3	0	-2	5	4	44	-1.4
CCOC(=O)C1(CCOc2ccccc2)CCN(Cc2cccs2)CC1
 : 0	2	-9	4	7	-1	1	10	2.2
CC1CCc2nn(CC(=O)Nc3ccc(F)cc3F)cc2C1 (stereo not given)
 : -15	-6	4	4	-29	2	-3	31	0.9
Cc1ccc(N(CN2C(=O)NC(C)(C)C2=O)CN2C(=O)NC(C)(C)C2=O)cc1
 : 17	-11	-11	2	7	0	-4	14	0.9
CC(C)c1onc(C(=O)NC2CCCCC2)c1[N+](=O)[O-]
 : -18	11	-3	14	-4	1	1	-12	-1.7
CC(C)(C)CC(=O)Nc1nn[nH]n1
 : -1	-13	3	7	-4	6	-1	-24	-1.2
COc1cc(OC)cc(-c2nnc(N(C)C(=O)c3ccncc3)s2)c1
 : 9	-26	0	-2	28	1	-2	-18	0.3
Cc1ccc(NC(=O)C2CC(=O)NC(N3CCc4ccccc43)=N2)cc1 (stereo not given)
 : 19	21	-13	-6	16	-2	-6	-23	-1.1
CC(C)CN1C(=O)/C(=C(/C#N)C(=O)NC2CCCCC2)c2ccccc21
 : 10	14	4	-2	-1	-2	-4	92*	-1.5
COc1cccc(OCCOc2ccccc2OC(C)C)c1
 : -9	0	-10	6	8	3	-2	22	-4.3
CCCC(=O)Nc1ccc(NC(=O)Cc2ccccc2)cn1
 : 12	-3	-7	3	-7	-1	-1	-6	2.8
Cc1cc2c(OCC(O)CN3CCCC3)cccc2[nH]1 (stereo not given)
 : 100*	-33	0	-18	110*	5	4	-17	0.8
